# Screening data as filed in PubChem.
# Rtt109 HAT inh – C. albicans Rtt109 histone acetyltransferase inhibition; AID 540336; actives 0.16% (n = 330,000); inhibition, % at 34.9 µM; Q5AAJ8; purified Rtt109/Vps75, ThioGlo CoA-SH fluorescence, 4 h;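 active = inhibition of at least 50% in every replicate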
# Target sequence (Q5AAJ8 whole entry, looked up): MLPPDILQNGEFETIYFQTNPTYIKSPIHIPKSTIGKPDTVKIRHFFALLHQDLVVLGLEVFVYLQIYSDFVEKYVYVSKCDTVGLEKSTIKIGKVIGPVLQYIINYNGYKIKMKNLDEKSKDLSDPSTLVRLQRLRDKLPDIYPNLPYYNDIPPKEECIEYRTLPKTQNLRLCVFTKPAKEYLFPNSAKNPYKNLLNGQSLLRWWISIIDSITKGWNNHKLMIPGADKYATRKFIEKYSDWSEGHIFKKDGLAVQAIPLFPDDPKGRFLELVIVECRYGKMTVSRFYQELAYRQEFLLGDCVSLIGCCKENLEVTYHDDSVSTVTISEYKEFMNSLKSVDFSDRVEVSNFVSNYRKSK
# dFosB activator – enhances mouse delta FosB homodimer DNA binding | activation, % at 25 µM | actives 0.99% (n = 340,000) | AID 493131 | purified delta FosB, TAMRA-CDK5 oligo fluorescence polarization; percent of positive-control signal above neutral wells;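 active = mean activation above about 17%, with every replicate also reaching it, limit read from the data, passing the limit was not always enough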;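 also: fluorescence polarization rise as delta FosB binds a TAMRA Cdk5 AP-1 oligo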
# CAL PDZ FP-1 – inhibitors of human CAL PDZ peptide binding | Q9HD26 | purified CAL PDZ, TMR-peptide fluorescence polarization, 1 h | inhibition, % at 20 µM | actives 0.02% (n = 330,000) | AID 504414;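 active = highest replicate inhibition of at least 40%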;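 also: plate controls were DMSO neutral control wells for no effect and unlabeled competitor peptide control wells for full effect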
#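 Assay system – tagged CAL PDZ protein CerCALP, purified · Timing – 1 h at RT · Compound – single point, 20 µM · Measured by – fluorescence polarization from S- and P-plane intensities, G-factor corrected · Evaluation – inhibition from polarization loss · Probe or stimulus – TMR reporter peptide T*-PRC34 · Buffer or medium – pH 7.4 phosphate-saline buffer, reducing agent, detergent, IgG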
# V-ATPase pH – regulators of yeast V-ATPase proton transport. S. cerevisiae, pHLuorin cytosolic pH fluorescence. response, % at 10 µM. actives 0.37% (n = 350,000); in the data active = response mostly above about 7.3%, no sharp cut-off; inactive = mostly below about 5.4%; also: actives read high; inactives centre near 0; some compounds called inactive have numbers as strong as hits; reference of the scale not given here
# CDK5 p35 inh – inhibitors of human CDK5/p35 kinase; AID 488839; actives 0.01% (n = 330,000); inhibition, % at 10 µM; Q00535+Q15078; Recombinant CDK5/p35, ADP-Glo luminescence, 60 min;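 active = highest replicate inhibition of at least 50% and at least 75% of replicates reaching 50%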;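 also: plate controls were DMSO neutral control for no effect and GW8510 at 10 µM for full effect; many of its hits are not listed in these tables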
# Target sequence (Q00535 whole entry, looked up): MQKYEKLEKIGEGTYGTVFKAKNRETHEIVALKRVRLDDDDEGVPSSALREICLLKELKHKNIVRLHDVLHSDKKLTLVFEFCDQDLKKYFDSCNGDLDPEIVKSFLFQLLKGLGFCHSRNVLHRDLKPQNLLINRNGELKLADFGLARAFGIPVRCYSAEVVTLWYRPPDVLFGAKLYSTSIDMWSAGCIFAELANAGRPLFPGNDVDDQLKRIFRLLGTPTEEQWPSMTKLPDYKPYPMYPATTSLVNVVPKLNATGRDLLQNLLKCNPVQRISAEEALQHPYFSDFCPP
# Target sequence (Q15078 whole entry, looked up): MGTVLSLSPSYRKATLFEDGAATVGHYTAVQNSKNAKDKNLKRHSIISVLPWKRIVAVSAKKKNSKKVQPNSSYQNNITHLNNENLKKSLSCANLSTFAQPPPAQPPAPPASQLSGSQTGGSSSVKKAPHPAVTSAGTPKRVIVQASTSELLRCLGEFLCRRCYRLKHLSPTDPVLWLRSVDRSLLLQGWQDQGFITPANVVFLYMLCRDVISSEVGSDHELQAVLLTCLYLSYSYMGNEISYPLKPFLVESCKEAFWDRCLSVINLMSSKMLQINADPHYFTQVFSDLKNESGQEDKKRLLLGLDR
# Tat transport – inhibitors of E. coli Tat protein transport; E. coli MC4100 TorA-mCherry Tat export, fluorescence; inhibition, % at 10 µM; actives 0.036% (n = 340,000); AID 488895;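 active = mean replicate inhibition at least 50% and at least half of replicates individually reaching 50%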;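 also: exported cargo escapes ClpAP degradation while cytoplasmic cargo is degraded and loses fluorescence; 0% = median of neutral control wells and 100% = median of NaSCN control wells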
# MITF TRPM1 HTS – increases MITF-driven TRPM1 promoter luciferase signal | activation, % at 12.5 µM | actives 0.75% (n = 300,000) | SK-MEL-5 TRPM1-promoter luciferase, 24 h; % of positive control, neutral wells = 0 | AID 588334;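 active = mean activation of at least 80% with every replicate also reaching 80%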;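 also: 0% = neutral control wells and 100% = parthenolide positive control wells; values of inactives mirror those of a sister screen read the other way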
# CAL PDZ FP-2 – blocks peptide binding to the human CAL PDZ domain. AID 602252. inhibition, % at 24.9 µM. actives 0.92% (n = 300,000). Q9HD26. purified CAL PDZ, TMR-peptide fluorescence polarization, 1 h;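 active = mean inhibition of at least 30% with at least half of replicates also reaching 30%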;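 also: 0% = DMSO neutral control and 100% = excess unlabeled competitor peptide PRC23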
# Wnt act – activates Wnt/beta-catenin signaling in a reporter cell assay | actives 1.2% (n = 300,000) | activator, plate reader | activation, % at 9.35 µM | AID 743398; in the data active = activation above about 30%, passing the limit was not always enough;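 also: 0% = neutral control wells and 100% = positive control wells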
# cardiac RTF act – increases calcium sensitivity of human cardiac regulated thin filaments | P19429+P45379 | IANBD-labeled TnC RTF fluorescence at EC20 calcium; 0% EC20 calcium, 100% full calcium | activation, % at 7.2 µM | actives 0.24% (n = 340,000);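 active = activation above the mean over all tested compounds plus 3 SD, cut at about 30% in these data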;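 also: rise in fluorescence read as greater calcium sensitivity of cardiac thin filaments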
# * = called active by the depositor; nt = no result given.
Rtt109 HAT inh	dFosB activator	CAL PDZ FP-1	V-ATPase pH	CDK5 p35 inh	Tat transport	MITF TRPM1 HTS	CAL PDZ FP-2	Wnt act	cardiac RTF act	molecule
1	-3	0.1	1	2.3	10	-4	-2	2	12	Cc1ccc(NC(=O)CN2C(=O)N/C(=C\c3ccco3)C2=O)cc1
6	-10	-0.4	-1	0.3	-1	-3	-2	nt	3	CCNc1ccc(C(=O)OCC(=O)NCc2ccc(C)cc2)cc1[N+](=O)[O-]
-7	-5	0.0	2	-1.0	4	2	-1	0	-2	O=C1N(Cc2cccnc2)C[C@@H]2C[C@@H](c3ccccc3C(F)(F)F)N3CCC[C@@]123
8	5	-1.4	-3	1.3	-3	nt	nt	-2	1	Cc1nn(-c2cc(N3CCOCC3)ccc2N)c(=O)c2ccccc12
8	2	0.5	-3	2.4	-2	4	-1	0	-3	CCc1cccc(C)c1NC(=O)Cn1c(NCCO)nc2ccccc21
-11	-12	0.4	-3	-2.5	-2	-4	10	0	-7	CN(C)S(=O)(=O)c1cccc(C(=O)OCC(=O)c2c(N)n(C)c(=O)n(C)c2=O)c1
-23	-1	-2.5	-2	-2.9	-7	-4	-2	-2	6	CCCN1CCC(NC(=O)C2CC=CCC2C(=O)O)CC1 (configuration not stated)
1	-2	-0.2	-4	-0.1	-3	7	-4	nt	0	C/C(=N\NC(=O)C1CCCN(S(=O)(=O)c2ccccc2)C1)c1ccncc1 (configuration not stated)
1	-3	-0.8	-1	-1.2	1	2	nt	nt	-2	CCOC(=O)c1c(C)n(CCO)c2ccc(O)cc12
-7	8	0.4	4	1.6	-5	nt	-4	-3	nt	FC(F)(F)c1nc2ccccc2[nH]1
4	2	-1.4	-1	0.5	-9	0	1	-2	10	O=C(O)c1nn(-c2ccccc2)ccc1=O
-3	6	0.0	-2	1.3	-6	13	nt	0	6	O=c1ccc(-c2ccc(S(=O)(=O)N3CCCCC3)o2)n[nH]1
1	-6	-0.8	0	-0.6	-1	-5	-3	-1	-1	COc1cc(CNCc2c[nH]c3ccccc23)cc(OC)c1
16	0	-0.1	0	2.2	4	-17	5	0	2	O=[N+]([O-])c1nn(-c2ccccc2)n(O)c1=NC1CCN(Cc2ccccc2)CC1
nt	-9	-3.0	0	-0.3	-6	-7	-1	3	-5	COc1ccccc1/C=N/NC(=O)CSc1ccc2ccccc2n1
1	-5	-0.3	-1	-0.5	-6	-9	0	1	6	CC(=O)Nc1ccc(S(=O)(=O)NC2(C(F)(F)F)C(=O)Nc3c2c(=O)[nH]c(=O)n3Cc2ccco2)cc1 (configuration not stated)
9	6	-1.7	1	-1.1	-9	nt	nt	-3	9	CCOC(=O)N1CCC(NS(=O)(=O)c2cc(C(=O)OC)n(C)c2)CC1
81*	-16	-1.1	0	-0.6	1	9	nt	-1	-3	CC(C(=O)Nc1ccc(O)c(C(=O)O)c1)N1C(=O)/C(=C/c2cccs2)SC1=S (configuration not stated)
-10	-1	-0.1	1	-0.3	-3	-6	nt	nt	1	CCCCNCCCOc1cc(Cl)ccc1Cl
-5	-13	-0.5	2	0.8	4	-13	-5	-3	-3	O=C(O)C1=NN(c2cc(Cl)c(S(=O)(=O)O)cc2Cl)C(=O)C1
-2	4	-0.8	3	0.2	7	4	1	nt	-2	Cc1nc2ccc(S(=O)(=O)NCC(=O)O)cc2s1
-13	-8	-1.0	-1	-1.3	-3	18	3	-1	-1	Cc1ccsc1C(=O)OCC(=O)NCCCc1ccccc1
1	-5	-0.1	3	-2.2	2	1	nt	-1	9	O=C(c1ccccc1)N1N=C(c2cccs2)CC1c1ccccc1O (configuration not stated)
-2	-1	-1.4	2	-0.3	0	nt	5	-2	-2	CCCc1nnc(SCCSc2nnc(CCC)n2N)n1N
-11	-18	1.5	-4	-0.8	5	nt	0	29	0	Cc1ccc(Cn2cccc(-c3nc4ccccc4s3)c2=O)cc1
2	3	-2.0	2	0.8	0	-9	3	-1	3	CCOc1ccccc1CN1CCN(Cc2nc3c(s2)CCCC3)CC1CCO (configuration not stated)
2	-2	-1.6	-2	0.6	-6	-11	-8	5	11	Cc1c(C(=O)c2ccc3c(c2)OCO3)ccc2c1OCO2
-1	-3	-0.3	-4	-3.1	-14	-12	1	nt	-1	O=C(COC(=O)C1CC2C=CC1C2)Nc1ccccc1 (configuration not stated)
17	-9	-1.4	3	-0.3	-13	-47	-2	nt	1	Cc1c(N/N=C(\C#N)C(=O)c2ccc(Cl)cc2)c(=O)n(-c2ccccc2)n1C
-1	-5	15	3	0.4	9	-16	37*	2	4	Cc1nnc2sc(SCC(=O)Nc3ccc(Cl)cc3)nn2c1=O
0	-4	-2.8	3	-0.9	-4	13	-2	0	-2	O=C(/C=C/c1cccc([N+](=O)[O-])c1)N1CCN(Cc2ccc3c(c2)OCO3)CC1
0	-5	-0.1	-3	-1.2	-2	3	-3	2	4	CCN(CC(=O)Nc1ccc(NC(C)=O)cc1)C(=O)CN1C(=O)NC(C)(c2ccc3ccccc3c2)C1=O (configuration not stated)
7	-15	0.8	0	2.1	2	nt	6	1	2	Cc1ccc2nc(/C(C#N)=C/c3ccc(O)c(O)c3)[nH]c2c1
12	3	-1.4	2	-2.0	-6	14	0	nt	-6	COc1ccc(OCC(=O)N/N=C2\CCc3ccccc32)cc1
-19	-2	-2.0	1	2.1	5	5	0	-1	4	Cc1cccc(OC(C)C(=O)Nc2ccc(N3CCCCC3)cc2)c1 (configuration not stated)
0	-4	-1.0	0	0.1	-2	nt	0	0	-5	CCc1ccc(OCC(O)CN2CCN(c3ccccn3)CC2)cc1 (configuration not stated)
-11	0	0.4	5	-0.8	-17	-1	3	1	4	CC(Sc1nnc(C(F)(F)F)n1C)C(=O)Nc1ccc(S(N)(=O)=O)cc1 (configuration not stated)
6	-8	-1.1	112*	-1.6	1	-26	-3	nt	5	Cc1cc(C)cc(N=Cc2ccc([N+](=O)[O-])s2)c1
-15	-12	-0.8	4	-0.1	-3	-9	nt	-3	0	CC1Cc2ccccc2N1C(=O)CSc1nnc(CNc2ccccc2)o1 (configuration not stated)
-1	-7	-2.3	-4	0.2	-5	-7	7	0	4	CCc1nc(SCC(=O)N2CCCCC2)c2c(=O)n(C)c(=O)n(C)c2n1
2	-1	nt	1	0.1	1	-9	-4	nt	-3	Cc1ccc(N2CCCCn3c2nc2c3c(=O)n(CC(=O)O)c(=O)n2C)cc1
-9	3	-0.8	2	0.8	-1	11	9	-1	-1	CC(OC(=O)CCc1nc2ccccc2[nH]c1=O)c1ccccc1 (configuration not stated)
-2	-1	-1.6	1	-1.1	14	9	0	-2	-6	CCOc1ccc(C(=O)Nc2cccc3nsnc23)cc1[N+](=O)[O-]
6	-3	-3.4	1	1.0	7	5	-1	0	6	COCCNC(=O)C1CCN(S(=O)(=O)c2ccc3c(c2)OCCO3)CC1
-4	6	-0.5	3	0.1	0	-1	1	-2	3	CC12CCC3C(CCC4CC(O)CCC43C)C1CC(O)C2 (configuration not stated)
-9	-12	0.8	4	-1.2	-5	8	3	-2	-3	O=C(O)C1CCN(C(=O)COc2ccc3c(c2)oc(=O)c2ccccc23)CC1
-8	-8	0.5	-1	0.8	-7	nt	0	-4	9	COC(=O)c1c(NC(=O)CN2C(=O)c3ccccc3C2=O)sc(Cc2ccc3c(c2)OCO3)c1C
-5	6	-0.3	16	-1.6	-16	5	-4	nt	1	CCC(=O)NC(=S)Nc1ccc(NC(=O)c2cccc([N+](=O)[O-])c2C)cc1
10	5	-1.4	2	1.5	-8	-8	-3	-1	-2	Cc1cccc(C(=O)NC2C(=O)NNC2c2ccc(Cl)cc2)c1 (configuration not stated)
3	3	-0.4	1	1.5	-6	0	-9	0	4	CCCCC1C2=C(CCCC2=O)OC2=C1C(=O)CCC2
13	2	-2.2	-5	-0.3	3	19	-4	nt	2	O=C(/C=C/c1c(Cl)cccc1Cl)NCc1ccco1
1	0	nt	0	0.9	-14	-2	-3	nt	1	CCCCNC(=O)Nc1ccccc1C(=O)Nc1ccc(OC)cc1
-1	0	0.2	1	0.6	9	12	-1	-1	-1	COc1ccc(OC)c(C(=O)c2ccc([N+](=O)[O-])cc2)c1
-9	-7	-2.0	2	-3.0	1	2	-2	-4	-3	COc1ccc(OC)c(S(=O)(=O)Nc2ccccc2C)c1
31	0	-1.5	3	-2.8	-7	6	-1	nt	0	Cc1oc(-c2ccc(Cl)cc2)nc1CN1CCC(C(=O)NCc2ccco2)CC1
-3	-7	-0.8	-2	-3.0	7	24	-1	-3	1	O=C(CSc1nc2ccccc2c(=O)n1CC1CCCO1)NCCc1ccccc1 (configuration not stated)
2	-2	-2.5	2	0.0	-5	23	-5	5	-16	CCC(=O)Nc1ccc(Cl)c(NC(=S)NC(=O)c2cc3ccccc3o2)c1
-3	5	-5.9	0	-0.1	1	-15	3	5	2	CCCn1c(C)cc(C(=O)COC(=O)c2nccnc2N)c1C
6	-15	-3.0	-5	0.7	2	7	-3	nt	2	CCOCCN1CCN(c2c(CC)c(C)nc3cc(-c4cc(OC)cc(OC)c4)nn23)CC1
-22	-7	0.2	2	-0.1	-4	-9	0	-5	-3	CCOc1ccc(CN(C)C(=O)CNC(=O)Cc2cccc3ccccc23)cc1

# Quoted from the listing, 2 compounds:
Rtt109 HAT inh	dFosB activator	CAL PDZ FP-1	V-ATPase pH	CDK5 p35 inh	Tat transport	MITF TRPM1 HTS	CAL PDZ FP-2	Wnt act	cardiac RTF act	molecule
2	-1	nt	1	0.1	1	-9	-4	nt	-3	Cc1ccc(N2CCCCn3c2nc2c3c(=O)n(CC(=O)O)c(=O)n2C)cc1
-9	3	-0.8	2	0.8	-1	11	9	-1	-1	CC(OC(=O)CCc1nc2ccccc2[nH]c1=O)c1ccccc1 (configuration not stated)

# Continuation:
Rtt109 HAT inh	dFosB activator	CAL PDZ FP-1	V-ATPase pH	CDK5 p35 inh	Tat transport	MITF TRPM1 HTS	CAL PDZ FP-2	Wnt act	cardiac RTF act	molecule
nt	3	-0.2	0	-1.8	-3	51	4	11	2	COc1ccc(NC(=O)c2ccc3c(c2)OCO3)cc1[N+](=O)[O-]
15	0	-2.8	0	-0.8	-3	-2	-9	-1	-3	CN(C)Cc1c(C(=O)N/N=C/c2cccc(OCc3ccc(F)cc3)c2)nnn1-c1nonc1N
0	4	-4.4	4	2.1	-2	nt	-8	nt	4	CC1CCOC2(O1)C(=O)N(CN1CCN(c3ccccc3F)CC1)c1ccccc12 (configuration not stated)
46	1	-0.8	-7	-0.9	-7	-12	-1	nt	3	CN(C(=O)CSc1nnc2ccccn12)c1c(N)n(Cc2ccccc2)c(=O)[nH]c1=O
2	-7	-1.6	2	-1.3	-9	-6	-7	-4	3	Cc1cc(N2CCN(Cc3nc(-c4ccc(Cl)cc4)oc3C)CC2)cc(C)n1
-1	-10	0.1	-6	1.7	-6	nt	12	nt	-1	O=C(OCN1C(=O)c2ccccc2C1=O)c1ccccc1
6	6	0.7	-2	-1.1	0	-6	-3	10	-2	O=C([C@@H]1CC=C[C@@H]2CCN(C3CC3)C(=O)[C@@H]21)N1CCN(c2ccccc2)CC1
-4	-3	-2.3	-1	-0.5	2	9	1	-1	-11	CCCc1cc(=O)[nH]c(SCC(=O)Nc2nonc2C)n1
